Screening data (PubChem)
Measles CPE: protection of cells from measles virus. protection (pct of control), % at 4 µM. AID 841. 140,000 compounds, 1.5% hits. Measles virus-infected cells, CPE protection, absorbance; in the data active means protection mostly above about 24%, no sharp cut-off; inactive means mostly below about 26%; further: some compounds called inactive have numbers as strong as hits
Phagocytosis inh: inhibitors of macrophage phagocytosis; J774A.1 macrophage IgG-bead phagocytosis, imaging; inhibition, % at 5 µM; 110,000 compounds, 0.07% hits;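 active means inhibition above the mean of the plate negative controls plus 5 SD, cut at about 13% in these data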;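 further: phagocytic index as fraction of beads internalized from green versus red external bead signal; plate controls were DMSO negative control for no effect and cytochalasin-D positive control for full effect; some results beyond the cut were filed as inactive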
HCT116 bCat-KO: beta-catenin-lacking colon tumor cell growth suppression; HCT116 beta-catenin knockout viability, CellTiter-Glo, 60 h; active compounds read low; viability, % at 10 µM; 140,000 compounds, 1.5% hits;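 active means viability at or under a set limit, the compound median less 4 SD, cut at about 6% in these data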;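 further: 0% = Hyamine 1622 control at 20 µM and 100% = untreated cell control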
NPY Y2 blocker: NPY-Y2 (human) receptor antagonism; P49146; NPY-Y2 expressing cells, antagonist mode; inhibition, % at 2.7 µM; 140,000 compounds, 0.99% hits; in the data active means inhibition above about 17%;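 further: 0% = vehicle with agonist challenge and 100% = reference antagonist with challenge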
Target sequence (P49146 whole entry, looked up): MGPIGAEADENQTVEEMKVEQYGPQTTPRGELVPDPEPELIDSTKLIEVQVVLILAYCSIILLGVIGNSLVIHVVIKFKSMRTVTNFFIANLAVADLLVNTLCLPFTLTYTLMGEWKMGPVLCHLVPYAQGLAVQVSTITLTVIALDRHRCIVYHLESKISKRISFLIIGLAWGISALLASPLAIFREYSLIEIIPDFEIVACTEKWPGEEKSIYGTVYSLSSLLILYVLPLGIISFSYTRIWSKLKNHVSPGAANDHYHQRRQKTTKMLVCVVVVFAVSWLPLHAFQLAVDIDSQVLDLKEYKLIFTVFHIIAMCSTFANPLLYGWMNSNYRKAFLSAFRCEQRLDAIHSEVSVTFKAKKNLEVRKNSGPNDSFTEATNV
E-sel TNF inh: TNF alpha driven E-selectin expression inhibition | HUVEC TNFa-induced E-selectin immunofluorescence, high content | inhibition, % at 2 µM | 120,000 compounds, 0.71% hits;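 active means inhibition above the batch mean plus 3 SD, and confirmed as a hit on visual image review, cut at about 43% in these data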;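 further: 0% = TNF-stimulated DMSO wells and 100% = unstimulated control wells; not every result past the cut was called active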
Yeast growth inh: yeast BB579 growth reduction in restrictive medium | S. cerevisiae BB579 growth, OD615, 48 h | inhibition, % at 10 µM | 140,000 compounds, 0.51% hits | AID 804;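 active means inhibition above a set limit, 3 SD over the mean compound inhibition, cut at about 44% in these data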; further: inactives centre near -24
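Material: Saccharomyces cerevisiae DeaD strain BB579, replicative lifespan model yeast; buffer or medium: CSMM-D restrictive synthetic medium containing dextrose (glucose); compound: 10 µM single dose, DMSO 0.25%; timing: 48 h compound exposure at 30 °C after 4 h preincubation; signal: turbidity as optical density at 615 nm; benchmarks: positive control amphotericin B 10 µg/mL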
MRP-1 activ: activates MRP-1; H69AR cells + doxorubicin, viability rescue, CellTiter-Glo; AID 799; viability increase, % at 10 µM; 140,000 compounds, 0.61% hits;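 active means viability gain under doxorubicin at or above a set limit, the compound median plus 3 SD, cut at about 4.7% in these data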;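 further: MRP-1 overexpressing cells given doxorubicin 25 µM after compound pretreatment; 18-22 h compound pretreatment then 72 h with doxorubicin before readout; 0% = doxorubicin-only wells and 100% = vehicle-treated cells without doxorubicin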
Yeast life ext: extends the lifespan of yeast | S. cerevisiae growth with nicotinamide, OD615; deaD strain in restrictive glucose medium | inhibition of the nicotinamide effect, % at 10 µM | 130,000 compounds, 0.68% hits;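 active means inhibition above a set limit, placed 3 SD over the median of all compounds, cut at about 26% in these data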;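 further: 0% = nicotinamide-treated wells and 100% = cells grown without nicotinamide; some compounds called inactive have numbers as strong as hits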
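Assay system: DeaD-strain S. cerevisiae. Medium: CSMM-D glucose medium, restrictive. Reagent: nicotinamide, 1.5 mM, co-present with compound. Compound: 10 µM single point, 0.25% DMSO. Schedule: culture preincubation 4 h, compound exposure 48 h, both 30 °C. Detection: absorbance at 615 nm.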
HCT116 PTEN-null: PTEN-deleted cell growth suppression; HCT116 PTEN-null viability, CellTiter-Glo, 60 h; active compounds read low; viability, % at 10 µM; 140,000 compounds, 1.2% hits; AID 827;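 active means viability at or below a set limit, 4 SD under the median of all tested compounds, cut at about 3.7% in these data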;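 further: PTEN knockout HCT116 line with beta catenin targeted HCT116 as companion control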
GALR2 antag: blocks the human galanin receptor 2; O43603; GALR2-expressing cells, antagonist mode; inhibition, % at 4 µM; 140,000 compounds, 0.39% hits; AID 828; in the data active means inhibition above about 27%;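 further: cells stimulated with galanin 1-16 at roughly its EC80; 0% = agonist challenge control and 100% = basal control without agonist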
Target sequence (O43603 whole entry, looked up): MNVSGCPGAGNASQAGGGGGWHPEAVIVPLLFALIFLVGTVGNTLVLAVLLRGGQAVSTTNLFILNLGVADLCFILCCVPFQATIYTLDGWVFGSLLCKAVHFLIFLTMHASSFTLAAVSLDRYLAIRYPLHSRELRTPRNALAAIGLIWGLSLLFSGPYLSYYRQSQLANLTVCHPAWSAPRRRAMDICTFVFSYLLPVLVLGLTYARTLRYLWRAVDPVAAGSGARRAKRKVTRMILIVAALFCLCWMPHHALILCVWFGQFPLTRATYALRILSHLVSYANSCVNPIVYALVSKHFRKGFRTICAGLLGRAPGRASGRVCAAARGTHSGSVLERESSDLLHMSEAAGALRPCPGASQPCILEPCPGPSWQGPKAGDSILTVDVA
Starred values were filed as active, the others as inactive; · = no result given.

SMILES	Measles CPE	Phagocytosis inh	HCT116 bCat-KO	NPY Y2 blocker	E-sel TNF inh	Yeast growth inh	MRP-1 activ	Yeast life ext	HCT116 PTEN-null	GALR2 antag
Clc1ccc(-c2ccc(/C=N/Nc3cc(N4CCOCC4)nc(N4CCOCC4)n3)o2)cc1	3.3	·	42.5	8.4	-32.5	-32.0	-4.6	·	39.2	-10.2
Cc1ccc(/C=C/C(=O)Nc2cc(=O)n(C)c(=O)n2C)o1	15.8	-3.4	101.0	0.3	·	2.7	-0.4	3.2	100.3	7.0
Cc1cc(C)nc(SCC(=O)NC2=NC(=O)C(C)S2)n1 (stereo not given)	18.3	-0.4	97.8	0.0	11.0	-4.8	0.9	-15.4	102.8	3.5
Cc1cc[n+](-c2nc([O-])sc2/C=N/Nc2ccc([N+](=O)[O-])cc2)cc1	49.1*	1.2	107.1	1.9	10.8	-33.4	-0.5	-11.4	99.2	-4.4
Cc1ccc(NC(=S)NNC(=O)c2ccco2)cc1	19.2	-0.2	100.2	4.3	-7.7	-56.3	0.5	-16.0	98.3	2.6
COc1cccc(CC(=S)N2CCOCC2)c1	26.3	-2.9	91.2	3.4	·	-50.5	-2.1	2.2	101.0	6.2
O=C(Nc1cccnc1)c1ccccc1-c1nc(-c2ccccc2F)no1	20.8	-1.3	80.5	-0.3	-7.7	-16.7	-2.9	-6.9	89.4	-13.4
Cn1c(C2CCCN2C(=O)OC(C)(C)C)n[nH]c1=S (stereo not given)	4.9	-0.9	88.3	6.7	17.6	-11.1	0.2	-7.9	107.0	3.9
Cc1ccccc1C(=O)Nc1cc(S(=O)(=O)N2CCCCC2)ccc1N1CCN(C)CC1	33.1*	·	78.3	3.0	·	2.1	-2.1	4.2	82.8	-7.4
Cc1cccc(/C(N)=N/OC(=O)CCCN2C(=O)c3ccccc3C2=O)c1	3.8	·	102.5	8.3	-22.5	-10.5	0.7	-15.6	101.9	1.7
CCOC(=O)C1CCN(c2cc(=O)n(-c3ccccc3Cl)c(=O)[nH]2)CC1	12.3	·	91.1	1.8	-29.9	-36.8	0.6	·	90.9	11.6
Cc1cc(NC(=O)CSc2nc(-c3cccnc3)ccc2C#N)no1	3.7	0.3	48.2	0.8	-2.0	-4.2	0.4	-15.6	25.7	-11.2
CCOc1ccc(NC(=O)c2cccc3c2C(=O)N(CCOC)C3)cc1	25.0	-2.3	99.8	0.5	0.4	5.0	-0.7	-4.4	97.0	-6.0
CCOCCCNCc1ccc(Cl)cc1	9.2	-0.9	93.2	0.8	·	-12.7	-0.9	3.8	92.3	-0.7
Cc1ccc(NC(=O)N2CCC(C(=O)Nc3ccc(C)cc3C)CC2)cc1	6.0	·	103.3	2.5	3.4	-42.3	0.1	·	96.8	-1.4
O=C(NCc1ccc2c(c1)OCO2)c1cnc2n(c1=O)CCS2	2.4	0.7	96.2	1.4	·	-46.7	-0.3	-12.4	99.0	3.3
CCn1c(Cc2ccccc2)nnc1SCC(=O)NC(C)(C)C	5.9	-3.4	101.3	1.3	17.4	-29.4	-1.9	-14.4	92.4	6.5
COc1ccccc1CNC(=O)C1COc2ccccc2O1 (stereo not given)	25.4	-0.5	87.7	2.5	-10.2	-39.4	-0.8	-12.3	83.8	0.6
CCC(=O)N1C(=O)CCN(C(C)=O)c2ccccc21	6.4	·	93.3	2.4	-12.7	-22.9	0.9	·	91.8	-2.0
CC(C)C(NC(=O)c1ccccc1)C(=O)NCc1ccccn1 (stereo not given)	3.2	1.8	102.9	1.6	0.9	-54.3	-0.9	35.1	101.1	6.3
COc1cc(COc2ccc3c(C)c(Cc4ccccc4)c(=O)oc3c2)cc(OC)c1OC	16.0	-1.2	83.0	2.9	-23.2	-37.0	-2.4	-0.7	89.9	-7.7
O=S(=O)(O)C1CCNCC1	17.8	·	108.0	0.7	·	-34.6	-0.8	2.9	99.2	3.1
CSc1ccccc1NC(=O)CN(C)CC(=O)Nc1c(F)cccc1F	9.0	-1.3	91.5	0.7	19.1	-37.9	-1.1	3.5	101.4	-2.3
CCCCCCCCCCCCCCCC[n+]1ccc(C(N)=O)cc1	13.2	-0.6	1.1*	1.4	·	100.0*	-5.4	-13.2	1.1*	-8.5
NS(=O)(=O)c1cccn1-c1ncc(C(F)(F)F)cc1Cl	0.5	0.1	93.3	2.9	7.1	-19.1	-0.1	1.5	95.1	-5.6

Entries listed so far containing a tert-butyl group (2):
SMILES	Measles CPE	Phagocytosis inh	HCT116 bCat-KO	NPY Y2 blocker	E-sel TNF inh	Yeast growth inh	MRP-1 activ	Yeast life ext	HCT116 PTEN-null	GALR2 antag
Cn1c(C2CCCN2C(=O)OC(C)(C)C)n[nH]c1=S (stereo not given)	4.9	-0.9	88.3	6.7	17.6	-11.1	0.2	-7.9	107.0	3.9
CCn1c(Cc2ccccc2)nnc1SCC(=O)NC(C)(C)C	5.9	-3.4	101.3	1.3	17.4	-29.4	-1.9	-14.4	92.4	6.5

Other entries follow.
SMILES	Measles CPE	Phagocytosis inh	HCT116 bCat-KO	NPY Y2 blocker	E-sel TNF inh	Yeast growth inh	MRP-1 activ	Yeast life ext	HCT116 PTEN-null	GALR2 antag
CC(=O)Nc1ccc(C(=O)CS(=O)(=O)c2ccc(C)cc2)cc1	1.6	1.2	86.6	3.2	1.1	-16.6	-1.9	-21.9	88.7	-9.2
COc1ccc(OC)c(NC(=O)CCN2CC(C)OC(C)C2)c1 (stereo not given)	4.9	-1.0	97.7	1.7	·	-43.6	-0.1	5.3	102.4	2.0
CCOC(=O)N1CCC(NC(=O)c2cnn3cccnc23)CC1	7.2	-2.0	93.6	0.7	-17.2	22.1	0.3	-5.2	95.1	3.0
CSc1ccccc1C(=O)NCCCOC(C)C	4.1	0.2	79.2	2.1	8.2	-30.4	-1.4	-5.7	84.3	-1.2
COc1ccc(N(CC(=O)Nc2ccc3c(c2)OCO3)S(=O)(=O)c2c(C)nn(C)c2C)cc1	16.3	-0.5	91.1	1.4	·	-8.2	-1.9	1.3	98.6	3.4
O=c1[nH]c2cc3c(cc2cc1C(c1nnnn1Cc1ccccc1)N1CCCc2ccccc21)OCO3 (stereo not given)	4.6	·	90.4	3.7	12.5	-29.4	-4.7	-5.1	86.1	-0.9
Cc1ccc2[nH]c3c(c2c1)CN(C(=O)CN1CCN(c2cccc(C)c2C)CC1)CC3	7.1	4.4	66.9	1.7	-10.8	-108.9	-1.9	-0.9	65.8	-6.7
Cc1nc2ccccc2n1C1CCN(CC(=O)NCc2ccc(F)cc2)CC1	3.6	·	90.7	-0.2	·	-7.7	-0.1	-22.9	97.3	26.7
O=C/C(=C\Nc1ccc(Cl)cn1)c1nc2ccccc2o1	3.9	·	89.6	0.6	4.6	-37.3	-6.5	·	87.1	11.2
CC1CCCc2sc3nc(NCc4ccco4)n4ncnc4c3c21 (stereo not given)	6.7	·	82.6	27.6*	7.5	-16.1	-1.3	-4.9	77.4	-4.0
O=C(N1CCCCCC1)N1CCN(S(=O)(=O)N2CCOCC2)CC1	9.4	·	87.5	-1.8	-4.4	-3.9	0.3	-4.3	95.4	-4.0
COCCCNC(=O)COc1ccc(Br)cc1Cl	4.3	-1.2	98.7	1.3	·	-36.7	1.2	-4.7	95.5	4.5
Cc1cccc(C)c1NC(=O)C1(N(Cc2ccco2)C(=O)CC2NC(=O)NC2=O)CCCCC1 (stereo not given)	14.3	-2.7	85.7	4.9	-2.7	-18.8	-1.1	-5.3	94.2	12.3
Cc1onc(-c2ccccc2)c1C(=O)Nc1nnc(-c2ccncc2)s1	6.9	-3.5	98.0	0.9	-12.7	-72.9	-1.6	-24.6	91.4	1.6
O=C(Nc1cccnc1)c1ccc(F)cc1	5.7	·	82.5	2.0	-35.6	-28.0	0.1	·	95.5	0.5
O=C(N/N=C/c1ccccc1OC(=O)c1ccc2c(c1)OCO2)c1ccccc1	5.2	-1.4	24.0	15.5	·	-45.0	1.9	0.9	4.4	19.8
COCC(C)NS(=O)(=O)c1ccc(OC)cc1 (stereo not given)	3.6	-0.6	92.8	1.7	3.4	-7.7	-1.4	-3.3	95.6	1.3
Cn1c(=O)c2ncn(CC(=O)NCCOc3ccc(C(C)(C)C)cc3)c2n(C)c1=O	3.1	-0.4	71.5	5.3	-20.0	-25.4	-2.6	-7.6	80.3	-3.7
Cc1c(-c2nc(N)nc(Nc3ccccc3F)n2)oc2ccccc12	7.0	1.3	64.4	7.3	·	-18.7	-4.1	-18.0	67.1	-6.7
C=CCNC(=O)NC(=O)CSc1nc2cc([N+](=O)[O-])ccc2n1-c1cccc(C(F)(F)F)c1	8.2	7.4	67.5	5.3	·	-17.5	-3.6	-1.8	77.2	-3.8
CCCOC(=O)C1C2C=CC3(CN(c4ccc(Cl)c(F)c4)C(=O)C13)O2 (stereo not given)	1.3	0.3	87.7	0.9	4.4	9.1	-3.4	-10.7	84.3	7.5
COc1ccc(-n2c(-c3ccccc3)cc3c2CCCC3=O)cc1	14.5	-0.8	65.8	7.6	-5.3	-0.2	-5.2	-2.4	68.6	-5.3
CCN1CCCC1Cn1cnc2c([nH]c3ccc(C)cc32)c1=O (stereo not given)	5.5	·	89.5	0.6	12.3	-32.1	-2.9	-21.0	85.8	1.7
Nn1c(SC/C=C/c2ccccc2)nnc1-c1ccco1	26.4	-1.5	102.4	2.5	-2.9	-41.4	-3.0	-10.3	98.8	1.3
CC12CCC(C(=O)N(c3ccccn3)c3ccccn3)(OC1=O)C2(C)C (stereo not given)	4.0	-2.2	88.6	0.8	-20.7	-27.4	-1.0	4.1	90.8	12.7
CC(=O)Nc1cc(Cl)ccc1OS(=O)(=O)c1ccc(C)cc1	8.3	-16.2	103.2	1.8	·	0.8	-0.4	3.5	91.6	8.5

Filtered by structure, the entries above with an aryl methoxy group
SMILES	Measles CPE	Phagocytosis inh	HCT116 bCat-KO	NPY Y2 blocker	E-sel TNF inh	Yeast growth inh	MRP-1 activ	Yeast life ext	HCT116 PTEN-null	GALR2 antag
COc1cccc(CC(=S)N2CCOCC2)c1	26.3	-2.9	91.2	3.4	·	-50.5	-2.1	2.2	101.0	6.2
COc1ccccc1CNC(=O)C1COc2ccccc2O1 (stereo not given)	25.4	-0.5	87.7	2.5	-10.2	-39.4	-0.8	-12.3	83.8	0.6
COc1cc(COc2ccc3c(C)c(Cc4ccccc4)c(=O)oc3c2)cc(OC)c1OC	16.0	-1.2	83.0	2.9	-23.2	-37.0	-2.4	-0.7	89.9	-7.7
COc1ccc(OC)c(NC(=O)CCN2CC(C)OC(C)C2)c1 (stereo not given)	4.9	-1.0	97.7	1.7	·	-43.6	-0.1	5.3	102.4	2.0
COc1ccc(N(CC(=O)Nc2ccc3c(c2)OCO3)S(=O)(=O)c2c(C)nn(C)c2C)cc1	16.3	-0.5	91.1	1.4	·	-8.2	-1.9	1.3	98.6	3.4
COCC(C)NS(=O)(=O)c1ccc(OC)cc1 (stereo not given)	3.6	-0.6	92.8	1.7	3.4	-7.7	-1.4	-3.3	95.6	1.3
COc1ccc(-n2c(-c3ccccc3)cc3c2CCCC3=O)cc1	14.5	-0.8	65.8	7.6	-5.3	-0.2	-5.2	-2.4	68.6	-5.3

Not a hit list; overall some 6.1% were active at least once.
